Source: PubChem (NCI)
mlh1 rad18: NCI yeast anticancer drug screen, S. cerevisiae mlh1 rad18 strain. % growth inhibition at 50 µM. 79,000 tested, 11% active. AID 175;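 further: 0% = growth of vehicle-only cultures of the same strain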
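A repair-deficient yeast strain is exposed to test compound, and growth is scored relative to vehicle-treated controls.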
rad50: NCI yeast anticancer drug screen, S. cerevisiae rad50 strain | 79,000 tested, 10% active | % growth inhibition at 50 µM;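 further: 0% = growth of vehicle-only cultures of the same strain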
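Compounds were tested on a yeast strain with an engineered DNA damage repair alteration; the reported value is growth inhibition normalised to vehicle treatment.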
mec2-1: NCI yeast anticancer drug screen, S. cerevisiae mec2-1 strain; 79,000 tested, 9% active; % growth inhibition at 50 µM;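 further: 0% = growth of vehicle-only cultures of the same strain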
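Readout is yeast growth inhibition, normalised to vehicle-treated controls, in the mec2-1 strain exposed to compound.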
yeast bub3: NCI yeast anticancer drug screen, S. cerevisiae bub3 mutant strain; AID 167; % growth inhibition at 50 µM; 78,000 tested, 9.9% active;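 further: 0% = growth of vehicle-only cultures of the same strain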
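Yeast carrying a defined mutation is treated with each compound, and growth is compared with that of vehicle-exposed cells to give inhibition.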
yeast sgs1 mgt1: NCI yeast anticancer drug screen, S. cerevisiae sgs1 mgt1 strain. 78,000 tested, 10% active. growth inhibition, % at 50 µM;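 further: 0% = growth of vehicle-only cultures of the same strain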
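Test agents were incubated with a DNA-repair-mutant yeast strain. Growth was then read and compared against vehicle-treated controls.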
cln2 rad14: NCI yeast anticancer drug screen, S. cerevisiae cln2 rad14 strain. AID 165. % growth inhibition at 50 µM. 78,000 tested, 8.3% active;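 further: 0% = growth of vehicle-only cultures of the same strain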
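Strain: cln2 rad14 yeast, altered in cell cycle control and DNA damage repair. Read-out: growth inhibition vs vehicle.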
* = called active by the depositor; & = joins results of further samples. No stated cut-off is given here; in the data, active means growth inhibition above about 70%; inactive means the rest. Rows were taken by chance; 14% or so of the library scored in one or more.

compound	mlh1 rad18	rad50	mec2-1	yeast bub3	yeast sgs1 mgt1	cln2 rad14
CC(=O)c1cc2ccccc2o1	5	18	1	-7	-4	0
CC(C)Cc1ccc(C(C)/C=C2\CCC(CN3CCCCC3)C2=O)cc1 (configuration not stated)	90*	92*	94*	93*	94*	93*
CCc1ccc(NC2=C(OC)C(=O)C(Nc3ccc(CC)cc3)=C(OC)C2=O)cc1	8	-16	0	3	5	20
O=C(C[n+]1ccccc1)c1ccc2ccc3ccc(Cl)cc3c2c1	72*	59	32	2	36	-90
C=CCOC(=O)Nc1cc(Cl)ccc1C	-10	4	1	-2	-8	-9
Cc1ccnc2[nH]c3ccccc3c(=O)c12	78*	82*	70	65	65	21
CCCCNC(=O)/C(=C\c1ccc(OC)c(OC)c1)NC(=O)c1ccccc1	-22	-64	-55	-35	-34	-2
Cc1[nH]c2ccccc2c1/C=C/c1c[nH]c2ccccc12	40	22	30	56	27	16
COc1ccc(CNc2nc3ccccc3nc2C(=O)O)cc1OC	-12	2	19	9	4	7
CCC(=O)N1CCN(C(=O)CC)c2ccccc21	7	-3	-6	1	0	-5
O=[N+]([O-])c1cc(S(=O)(=O)O)cc(S(=O)(=O)O)c1O	18	13	3	16	13	20
COc1ccccc1Nc1n[nH]c(=S)s1	5	12	-6	14	59	17

Laid out differently: entries from further up
CC(C)Cc1ccc(C(C)/C=C2\CCC(CN3CCCCC3)C2=O)cc1 (configuration not stated)
  mlh1 rad18: 90*
  rad50: 92*
  mec2-1: 94*
  yeast bub3: 93*
  yeast sgs1 mgt1: 94*
  cln2 rad14: 93*
O=[N+]([O-])c1cc(S(=O)(=O)O)cc(S(=O)(=O)O)c1O
  mlh1 rad18: 18
  rad50: 13
  mec2-1: 3
  yeast bub3: 16
  yeast sgs1 mgt1: 13
  cln2 rad14: 20

Entries listed so far that contain an NH in an aromatic ring:
compound	mlh1 rad18	rad50	mec2-1	yeast bub3	yeast sgs1 mgt1	cln2 rad14
Cc1ccnc2[nH]c3ccccc3c(=O)c12	78*	82*	70	65	65	21
Cc1[nH]c2ccccc2c1/C=C/c1c[nH]c2ccccc12	40	22	30	56	27	16
COc1ccccc1Nc1n[nH]c(=S)s1	5	12	-6	14	59	17

Continued:
compound	mlh1 rad18	rad50	mec2-1	yeast bub3	yeast sgs1 mgt1	cln2 rad14
O=C(Nc1ccc(Cl)c(Cl)c1)c1ccc(Cl)cc1	13	2	11	19	8	8
Cc1cc(=O)[nH]c(N/N=C2/CCCCC2C)n1 (configuration not stated)	-22	-29	-25	-24	-7	-1
CCC1(CCC(C)C)C(=O)NC(=Nc2ccccc2)N(c2ccccc2)C1=O (configuration not stated)	10	19	8	4	-1	2
Clc1ccc(OCc2sc3ccc(Br)cc3c2CN2CCOCC2)cc1	4	-19	-13	1	-17	-39
COc1ccc2c(c1)C=C(C(C)(C)C)NS2(=O)=O	63	24	-23	59	2	-13
CCOC(=O)C(=O)Nc1ccccc1CC	-3	-3	3	11	-12	-34
NC(=O)c1ccc[n+]([O-])c1	-2	15	0	3	6	7
CCOCC(=O)OCC	2	-18	-16	-24	-15	-4
Cc1ccc(NC(=O)Nc2c(Cl)cccc2Cl)cn1	4	2	-23	20	7	18
O=c1cccccc1O.O=c1cccccc1O.O=c1cccccc1O.[Ru]	95*	88*	96*	16	92*	26
C[N+]1(C2=C([O-])C(F)(F)C2=O)CCOCC1	-18	-19	-37	-4	-7	-8
NCc1ccccc1[N+](=O)[O-]	12	11	6	4	4	-2

Reformatted: 4 of the compounds above.
SMILES: Clc1ccc(OCc2sc3ccc(Br)cc3c2CN2CCOCC2)cc1
  mlh1 rad18: 4
  rad50: -19
  mec2-1: -13
  yeast bub3: 1
  yeast sgs1 mgt1: -17
  cln2 rad14: -39
SMILES: COc1ccc2c(c1)C=C(C(C)(C)C)NS2(=O)=O
  mlh1 rad18: 63
  rad50: 24
  mec2-1: -23
  yeast bub3: 59
  yeast sgs1 mgt1: 2
  cln2 rad14: -13
SMILES: CCOC(=O)C(=O)Nc1ccccc1CC
  mlh1 rad18: -3
  rad50: -3
  mec2-1: 3
  yeast bub3: 11
  yeast sgs1 mgt1: -12
  cln2 rad14: -34
SMILES: NC(=O)c1ccc[n+]([O-])c1
  mlh1 rad18: -2
  rad50: 15
  mec2-1: 0
  yeast bub3: 3
  yeast sgs1 mgt1: 6
  cln2 rad14: 7

Additional compounds follow:
compound	mlh1 rad18	rad50	mec2-1	yeast bub3	yeast sgs1 mgt1	cln2 rad14
CC1CC(O)C2C3(C)CCCC2(COC3=O)C12CCC1(CCOC1=O)O2 (configuration not stated)	14	4	8	8	18	26
COc1ccc(C2NCCCC2c2ccccc2)cc1 (configuration not stated)	-11	-46	-29	-40	-3	15
CCCCCCOC(=O)Nc1ccc(S(=O)(=O)N2CCCCC2)cc1	53	36	28	74*	50	7
CSCCC(NC(=O)OC(C)(C)C)C(=O)NCCNc1ccc(NCCNC(=O)C(CCSC)NC(=O)OC(C)(C)C)c2c1C(=O)c1ccccc1C2=O (configuration not stated)	-43	19	8	-10	-24	4
O=c1cc(CO)oc2c3c(cc(O)c12)OCC(COC1OC(CO)C(O)C(O)C1O)=CC3 (configuration not stated)	-1	-1	-9	-1	-2	-14
COC(=O)CNC(=O)c1cc(C)cc2c1Oc1c(cc(C)cc1C(=O)NCC(=O)OC)S2	28	8	17	-6	29	22
O=C(NCCCCCCCCNC(=O)C12CC3CC(CC(C3)C1)C2)C12CC3CC(CC(C3)C1)C2	15	17	2	-1	-4	18
Nc1ccc(-c2nc3ccccc3s2)cc1I	84*	84*	89*	84*	87*	86*
CCOC(=O)C1CC(CCl)OC1=O (configuration not stated)	4	-4	7	1	2	-23
Cc1ccc(S(=O)(=O)C2(NC(=O)C3CC3)CC2)cc1	-6	-6	-12	-31	-26	-11
CCOC(=O)C(C(=O)OCC)C(NC(=O)Nc1cc(C(F)(F)F)ccc1OC)(C(F)(F)F)C(F)(F)F	25	23	12	22	11	3
C=C(CN(C)C)C(=O)c1ccccc1Cl	98*	91*	93*	71*	93*	8
CSc1nc2c(c(=O)n1C)N=C(c1ccc([N+](=O)[O-])cc1)CC(c1ccccc1)N2 (configuration not stated)	-16	7	3	18	18	11
Oc1cc(O)c2c(c1)O[C@@H](c1ccc(O)c(O)c1)[C@H](O)C2	8	6	-37	-13	0	6
CC1c2ccccc2C(C)c2c1cc(F)c1ccccc21 (configuration not stated)	0	-12	11	-13	6	-13
COc1ccc(Nc2nc(C#N)c(N)s2)cc1	-10	4	-13	-27	0	0
CCCCc1c2c(nc3c1CCCC3=O)CCCC2	-1	9	8	38	27	16
CN(C)c1cc2c(cc1N(C)C)-c1ccccc1C2	29	10	6	10	14	0
CC(C)(C)OC(=O)C(N(Cc1ccccc1)Cc1ccccc1)N(Cc1ccccc1)Cc1ccccc1	30	12	21	5	24	-2
Cc1c(C(=O)CSc2nc3ccccc3[nH]2)c(=O)n(-c2ccccc2)n1C	19	21	4	1	-8	8
CC/C(C=O)=C\NC(=O)Nc1ccccc1	1	9	-22	-27	1	-23
CC1(C)C/C(=N/O)CC(C)(S(=O)(=O)O)C1 (configuration not stated)	16	-1	17	24	12	-3
CC1(C)OC2COC(CNCC3OCC4OC(C)(C)OC34)C2O1 (configuration not stated)	5	3	-14	-15	-7	-22
OCC(O)C1OC(OCc2ccccc2)C(O)C(O)C1O (configuration not stated)	22	6	29	28	0	4
SCCCSCCSCCCSCCS	0	-2	20	31	45	8
Cn1c2c(c3ccccc31)CCN(CCCCN1CCCCC1)C2=O	12	3	-5	7	6	20
CC(C)/C=N/N(CCOC(=O)Nc1cccc2ccccc12)C(=O)Nc1cccc2ccccc12	15	-5	-15	-8	2	-20
Nc1ccc(CCCc2ccc(N)cc2)cc1	-20	20	8	-2	-2	-37
CN(Cc1ccccc1Cl)C(=O)Nc1cccc(Cl)c1	90*	62	78*	87*	81*	80*
N#CCCOC(=O)c1ccccc1	5	3	-4	3	-3	-22
CC(=O)CC(=O)NCCCN1CCCCCC1	-4	-1	-20	-11	-9	-1
COc1ccc(CCN=Cc2ccc3c(c2)Cc2ccccc2-3)cc1OC	13	2	6	23	-1	-29
COC(=O)C1=CC(=O)C(C(=O)Nc2ccc(OC)cc2)C(c2ccccc2)O1 (configuration not stated)	-32	-10	-37	-28	-16	-2
COCC(OC)C(Cl)C(=O)Nc1ccc(Br)cc1 (configuration not stated)	11	15	31	29	15	-14
COc1cc2c(cc1OC)-c1cc3ccc(OC)c(OC)c3c[n+]1CC2	-4	-9	-22	-9	24	-14
Cc1ccc2c(c1)C(OC(=O)Nc1ccccc1)CCC2 (configuration not stated)	5	18	2	38	4	6
Nc1ccc2c3c(cccc13)C(=O)N(CCCBr)C2=O	83*	93*	1	5	55	45
CC[O-].CC[O-].COc1ccc(C(=O)[CH-]C(C)=O)cc1OC.COc1ccc(C(=O)[CH-]C(C)=O)cc1OC.[Ti+4]	-10	-17	18	30	-3	10
O=C1NCC(c2ccccc2)(c2ccccc2)O1	19	27	11	4	10	12
Clc1ccc(-c2cn3c(nc4ccccc43)c(-c3ccccc3)n2)cc1	-16	-8	1	-22	-10	2
O=S(=O)(Nc1cccc(Br)c1)N1CCCCC1	32	24	10	29	24	14
COc1cc2c3c(c1OC)C1(C=CC(=O)C=C1)CC3N(C(=O)OC(C)(C)C(Cl)(Cl)Cl)CC2 (configuration not stated)	8	3	2	-5	14	0
CN(C)CCC1(C#N)CCCCC1	2	5	23	12	10	-19
CCOc1ccc(/C=C2/C(=O)N(/C=C3/C(=O)Oc4ccccc4C3=O)C(=NC(C)=O)N2C)cc1	2	9	-13	-2	-11	13
Cc1nc2c(Cl)nc(Cl)nc2s1	98*	98*	99*	98*	99*	96*
CC/C(=C1\C=CC(=O)S1)C(CC)c1ccc(OC(C)=O)cc1 (configuration not stated)	99*	99*	89*	94*	99*	70*
Fc1ccc(-c2cc(-c3cc(-c4ccc(F)cc4)n[nH]3)[nH]n2)cc1	32	21	9	9	26	7
O=C(n1c2ccccc2c2n[nH]c(=S)nc21)C(F)(F)F	89*	83*	39	53	84*	25
Cc1cc(C)c(-c2cc(O)c(C)cc2O)c(C)c1	47	44	42	51	49	15
CC(=O)Oc1cc(-c2ccccc2)c(OC(C)=O)cc1-c1ccccc1	39	-2	24	46	11	-9
O=C1CSc2ccnc(=O)n21	-8	0	-10	-10	17	11
COCCO[Si](C)(OCCOC)OCCOC	-22	-16	-17	-24	5	-32
COC(=O)C1(C(=O)OC)C/C(C)=C(/C)SCCCS1	-26	-13	-6	-23	-15	20
CC(C)CSC(SCC(C)C)C(O)C(O)C(O)CO (configuration not stated)	6	-7	3	10	5	-35
c1ccc([P+](Cc2ccc(C[P+](c3ccccc3)(c3ccccc3)c3ccccc3)s2)(c2ccccc2)c2ccccc2)cc1	76*	80*	80*	81*	81*	67
Nc1c(Cl)cnn2nnnc12	-4	-8	-17	3	-16	-12
CCN(CC)CCCC(CO)Nc1ccnc2cc(Cl)ccc12 (configuration not stated)	-6&-17	12&8	26&-5	-15&-11	7&4	-4&-8
O=c1[nH]c(=O)c2nc[nH]c(=O)c2[nH]1	-13	-9	-8	-12	-4	-4
Cc1ccc2c(c1)CC1(C2=O)[C@H](c2ccccc2)C2C(=O)c3ccc(C)cc3C2[C@H]1c1ccccc1 (some centres not stated)	10	-15	14	15	0	-11
Cc1cc[n+](CCc2c[nH]c3ccccc23)cc1C	11	30	0	-2	12	20

The list goes on:
compound	mlh1 rad18	rad50	mec2-1	yeast bub3	yeast sgs1 mgt1	cln2 rad14
CCCCCCCCCCCCCCOc1ccc(Sc2ccc([N+](=O)[O-])cc2)cc1	27	41	0	6	46	-5
CC(C)(O)c1ccc(C(=O)O)cc1	60	16	7	29	3	13
CSc1nc(C)c(Br)c(=O)n1C1OC(COC(C)=O)C(OC(C)=O)C(OC(C)=O)C1OC(C)=O (configuration not stated)	1	-1	-8	-20	-13	22
CCC(=O)OCCn1c2nc(=O)[nH]c(=O)c-2nc2cc(C)c(C)cc21	21	33	43	3	58	20
CC1=C(C)C[C@](C)(S(=O)(=O)N2CCOCC2)S(=O)C1 (some centres not stated)	11	-32	-11	9	9	-23
CC1CCC23C1CC(CC(=O)C2(C)O)C3(C)C (configuration not stated)	5	5	6	-21	5	-49
CC1(C(=O)O)CCC(C(=O)Nc2ccccc2)C1(C)C (configuration not stated)	2	-11	-21	-13	5	0
CCn1c(=O)c2[nH]c(Cl)nc2n(CCCl)c1=O	-25	3	4	11	13	-15
NC(=S)NC(=O)c1ccccc1	22	26	-15	12	20	-8
COc1ccc(OC)c(NC(=O)c2ccc(Cl)cc2)c1	5	10	24	50	31	-12
CC1=C(CN(CC(=O)O)CC(=O)O)C(=O)C(C(C)C)=C/C1=C(\c1ccccc1S(=O)(=O)O)c1cc(C(C)C)c(O)c(CN(CC(=O)O)CC(=O)O)c1C	-9	-4	-25	1	11	4
